LDHA inh = blocks human lactate dehydrogenase A | P00338 | purified LDHA, NADH/diaphorase-resazurin fluorescence; active compounds read low | activity change, % (values are at about 110 or 230 µM) | 480,000 compounds, 0.15% hits; in the data active = activity change below about -30%; inconclusive = mostly about -25% to -30%;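 note: plate controls were DMSO wells for no effect and wells without enzyme for full effect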
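Resorufin fluorescence (ex540/em590), read at 0 and 20 min after diaphorase/resazurin addition, reports the NADH left after a 5 min room-temperature reaction of 2 nM human LDH5 with 0.06 mM NADH and 0.2 mM pyruvate.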
Glioma ERSR ind = inducers of ER stress response in human glioma cells; U87-MG GRP78 promoter luciferase reporter, 16 h; Potency, µM, without a hit: top-dose activation, most hits filed as activators; 420,000 compounds, 0.02% hits; note: potency is the fitted concentration of half-maximal effect; series mostly up to about 76 µM; % of control where 0% means no effect; nearly all actives have a fitted effect of over 35% in size
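Stably transfected U87-MG human glioma cells carrying a GRP78-based luminescent sensor were seeded at 1000 cells/well, pin-dosed with compounds and incubated 16 h. Luciferase reagent was then added, and end-point luminescence was read after 10 min at room temperature.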
TrxR1 inh = rat TrxR1 inhibition; O89049; recombinant rTrxR1, NADPH fluorescence consumption, selenite substrate; Potency, µM (titrated, usually from 114 µM), for the others: at the highest dose activity change, negative = inhibition, actives largely listed as inhibitors; 390,000 compounds, 1% hits; AID 588453; note: potency is the fitted concentration of half-maximal effect; % is set by controls: 0 for no effect and ±100 for the full control effect; nearly all actives have a fitted effect of over 65% in size
Target sequence (O89049 whole entry, looked up): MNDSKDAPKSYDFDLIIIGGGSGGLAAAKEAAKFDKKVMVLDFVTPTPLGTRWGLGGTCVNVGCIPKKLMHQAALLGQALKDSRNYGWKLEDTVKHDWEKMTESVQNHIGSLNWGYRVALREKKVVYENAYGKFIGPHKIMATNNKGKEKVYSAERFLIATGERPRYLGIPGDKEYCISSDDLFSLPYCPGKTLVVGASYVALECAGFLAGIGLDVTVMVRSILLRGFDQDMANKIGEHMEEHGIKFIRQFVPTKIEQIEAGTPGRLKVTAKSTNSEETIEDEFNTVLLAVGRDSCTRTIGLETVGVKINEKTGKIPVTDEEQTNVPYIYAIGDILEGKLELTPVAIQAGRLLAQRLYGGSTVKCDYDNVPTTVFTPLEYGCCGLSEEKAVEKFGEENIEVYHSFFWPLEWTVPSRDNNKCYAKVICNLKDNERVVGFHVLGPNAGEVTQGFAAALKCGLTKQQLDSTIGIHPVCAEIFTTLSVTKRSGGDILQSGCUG
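Rat TrxR1 (90 nM in the dispensed reagent) was pre-reduced with 400 uM NADPH for 5 min at room temperature, then incubated with compound for 15 min. After 400 uM selenite was added, NADPH fluorescence (Ex 340/Em 450 nm) was followed for 8 min.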
USP1-UAF1 inh = blocks the human USP1/UAF1 deubiquitinase complex | recombinant USP1/UAF1, Ub-Rhodamine cleavage fluorescence | Potency, µM (top dose mostly 57.1 µM), for the others: at the highest dose activity change, negative = inhibition, usual class: inhibitors | 390,000 compounds, 0.23% hits | O94782; note: potency is the fitted concentration of half-maximal effect; % is set by controls: 0 for no effect and ±100 for the full control effect; nearly all actives have a fitted effect of over 60% in size; inactives centre near -12
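Step one: compound is pinned into 1nM USP1/UAF1 in HEPES pH 7.8 buffer with TCEP. Step two: 15 min room-temperature incubation. Step three: Ub-Rho (150nM final) starts cleavage, tracked by fluorescence over six one-minute reads.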
Vif-A3G inh = blocks the Vif interaction with human APOBEC3G | Q9HC16 | HeLa A3G-eYFP + Vif (tagged APOBEC3G with the HIV-1 protein that degrades it), YFP fluorescence, overnight | Potency, µM (highest dose often 46.1 µM), for inactives: top-dose activity, negative = active, most hits filed as inhibitors | 410,000 compounds, 0.076% hits | AID 602310;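 note: potency is the fitted concentration of half-maximal effect; % is set by controls: 0 for no effect and ±100 for the full control effect; nearly all actives have a fitted effect of over 60% in size; hits raise eYFP signal because A3G escapes Vif-driven loss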
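Read-out is eYFP fluorescence (Ex 488/Em 500-530) from Vif-expressing HeLa A3G-eYFP cells; more signal means A3G escaped Vif-mediated degradation. Cells plated overnight, compound pinned in, incubated overnight at 37 deg C.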
TrxR1 substrate = substrates of rat thioredoxin reductase 1; O89049; purified TrxR1 substrate turnover, NADPH consumption readout; Potency, µM (doses to about 114 µM), for inactives: at the top dose activity change, negative = substrate turnover; 390,000 compounds, 0.01% hits; note: potency is the fitted concentration of half-maximal effect; % is set by controls: 0 for no effect and ±100 for the full control effect; nearly all actives have a fitted effect of over 50% in size
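Rat TrxR1, dispensed at 90 nM, was prereduced with 400 uM NADPH (final) for 5 min at ~22 deg C, then incubated with compound 15 min before 400 uM selenite. A first-read NADPH fluorescence drop versus no-compound background flagged substrates.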
Vif-A3F inh = inhibitors of Vif-A3F interaction. HeLa A3F-eYFP + Vif (tagged APOBEC3F with the HIV-1 protein that degrades it), YFP fluorescence increase. Potency, µM (titrated, usually from 46.1 µM), without a hit: at the top dose activity, negative = active. 390,000 compounds, 0.2% hits. AID 602313; note: potency is the fitted concentration of half-maximal effect; % of control where 0% means no effect; nearly all actives have a fitted effect of over 65% in size
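HeLa cells stably expressing Vif plus C-terminally eYFP-tagged A3F were seeded, incubated overnight at 37 deg C, dosed with compound, incubated overnight again at 37 deg C. Yellow fluorescence (Ex 488/Em 500-530) reported blocked Vif-mediated A3F-eYFP degradation.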
RGS4 inh = human RGS4 inhibition; P49798; Transcreener GDP fluorescence polarization, RGS4-accelerated GTP hydrolysis; Potency, µM (doses to about 114 µM), for the others: top-dose activity change, negative = inhibition, most hits filed as inhibitors; 390,000 compounds, 0.039% hits; note: potency is the fitted concentration of half-maximal effect; % is set by controls: 0 for no effect and ±100 for the full control effect; nearly all actives have a fitted effect of over 75% in size; some results filed as inactive show a strong effect at the top dose
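MLSMR compounds (23 nl, pin-transferred) preincubated 10 min at room temperature with a 500nM (2x) first reagent, then RGS4 at 900nM (2x) plus Transcreener GDP mix added; fluorescence polarization (620/688 nm) read before and after 90 min at 30 °C.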
IDH1 R132H inh = human IDH1 R132H inhibition. O75874. IDH1-R132H enzyme, NADPH consumption, diaphorase/resazurin fluorescence. Potency, µM (series often up to 76.6 µM), inactives show at the highest dose activity change, negative = inhibition, most hits filed as inhibitors. 390,000 compounds, 0.093% hits. AID 602179; note: potency is the fitted concentration of half-maximal effect; % is set by controls: 0 for no effect and ±100 for the full control effect; nearly all actives have a fitted effect of over 65% in size
Target sequence (O75874 whole entry R132H, stated change not applied): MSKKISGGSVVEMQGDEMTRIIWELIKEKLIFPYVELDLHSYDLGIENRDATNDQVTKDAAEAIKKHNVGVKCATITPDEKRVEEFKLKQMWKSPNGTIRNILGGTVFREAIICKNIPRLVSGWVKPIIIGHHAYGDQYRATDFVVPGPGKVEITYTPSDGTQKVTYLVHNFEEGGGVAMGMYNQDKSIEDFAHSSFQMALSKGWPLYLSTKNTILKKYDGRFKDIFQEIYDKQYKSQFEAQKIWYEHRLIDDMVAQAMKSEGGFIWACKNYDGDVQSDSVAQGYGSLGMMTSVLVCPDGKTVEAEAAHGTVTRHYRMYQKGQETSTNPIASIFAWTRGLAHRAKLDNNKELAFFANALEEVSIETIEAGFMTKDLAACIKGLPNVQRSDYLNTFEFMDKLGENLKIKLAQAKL
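IDH1-R132H (0.5 ug/mL) preincubated 30 min with compound, then NADPH (0.016 mM) and alpha-KG (2 mM) added; 80 min at RT, pH 7.5. Remaining NADPH coupled via diaphorase/resazurin to fluorescence (540/590 nm); concentration-response curves normalized to no-enzyme control.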
Active calls of the source: *; [ ] = remark or other dose. Unless noted, calls come from the whole dose curve; as a rule, active = well fitted curve in the direction sought with a large enough effect; inconclusive = small, poorly fitted or top-dose-only effect, or another doubt; inactive = no such curve, though single readings can be large; an effect the other way counts as inactive or inconclusive. Not all compounds are listed (hit frequency here may not be typical).

What do the screens show for `O=C1c2cccnc2C(Nc2ccc(Br)cc2)N1Cc1cccs1` (stereo unspecified)?
LDHA inh: -3; Glioma ERSR ind: -4%; TrxR1 inh: -6%; USP1-UAF1 inh: -6%; Vif-A3G inh: -1%; TrxR1 substrate: -12%; Vif-A3F inh: 1%; RGS4 inh: -5%; IDH1 R132H inh: -12%

How did O=C1CN(C(=O)c2ccc(S(=O)(=O)N3CCCC3)cc2)C(c2ccccc2)c2cc(Br)ccc2N1 (stereo unspecified) do in these assays?
LDHA inh: 2; Glioma ERSR ind: -3%; TrxR1 inh: 16%[2.29 µM]; USP1-UAF1 inh: -22%; Vif-A3G inh: -7%; TrxR1 substrate: -2%; Vif-A3F inh: 2%; RGS4 inh: -16%; IDH1 R132H inh: 9%

Results for Cc1ccc(S(=O)(=O)N2CCCCC2)cc1C(=O)Nc1cccnc1 ?
LDHA inh: 3; Glioma ERSR ind: -8%; TrxR1 inh: -6%; USP1-UAF1 inh: -11%; Vif-A3G inh: 0%; TrxR1 substrate: -2%; Vif-A3F inh: -10%; RGS4 inh: -11%; IDH1 R132H inh: -4%

How did CCOC(=O)c1ccccc1NC(=O)N1CCOc2ccc(Cl)cc21 do in these assays?
LDHA inh: 6; Glioma ERSR ind: -5%; TrxR1 inh: -3%; USP1-UAF1 inh: -18%; Vif-A3G inh: -3%; TrxR1 substrate: 9%[11.4 µM]; Vif-A3F inh: -5%; RGS4 inh: 6%; IDH1 R132H inh: 20%

Results for COc1ccc(N(CC(=O)O)S(=O)(=O)c2ccccc2[N+](=O)[O-])c(OC)c1 ?
LDHA inh: 1; Glioma ERSR ind: -3%; TrxR1 inh: 29%; USP1-UAF1 inh: -17%; Vif-A3G inh: -5%; TrxR1 substrate: 10%; Vif-A3F inh: 0%; RGS4 inh: 3%; IDH1 R132H inh: 11%

How did COCCN(C(=O)COC(=O)c1cc(C)oc1C)c1c(N)n(Cc2ccccc2)c(=O)[nH]c1=O do in these assays?
LDHA inh: -6; Glioma ERSR ind: -3%; TrxR1 inh: 11%; USP1-UAF1 inh: -17%; Vif-A3G inh: -2%; TrxR1 substrate: 6%; Vif-A3F inh: 8%; RGS4 inh: 11%; IDH1 R132H inh: 8%

What do the screens show for `COc1ccc(-n2nc(C(=O)NCC(=O)N(C)Cc3ccccc3)c3ccccc3c2=O)cc1`?
LDHA inh: -5; Glioma ERSR ind: -4%; TrxR1 inh: 66%; USP1-UAF1 inh: -18%; Vif-A3G inh: -6%; TrxR1 substrate: 61%; Vif-A3F inh: 3%; RGS4 inh: -1%; IDH1 R132H inh: -2%

How did O=C(NCC(=O)N1CCC(Cc2ccccc2)CC1)c1ccc(Cl)cc1 do in these assays?
LDHA inh: -1; Glioma ERSR ind: -1%; TrxR1 inh: 4%; USP1-UAF1 inh: 2%; Vif-A3G inh: 3%; TrxR1 substrate: 1%; Vif-A3F inh: 0%; RGS4 inh: 9%; IDH1 R132H inh: 4%

How did CCC(C(=O)NC(C)(C)C)N(C(=O)c1ccc(Cl)nc1)C1CCCC1 (stereo unspecified) do in these assays?
LDHA inh: -1; Glioma ERSR ind: -4%; TrxR1 inh: 16%; USP1-UAF1 inh: -18%; Vif-A3G inh: 4%; TrxR1 substrate: 8%; Vif-A3F inh: 1%; RGS4 inh: -7%; IDH1 R132H inh: 10%

What do the screens show for `CC(C)c1ccc(C2=CC(c3cccc(Cl)c3)n3c(nc4ccccc43)N2)cc1` (stereo unspecified)?
LDHA inh: -14; Glioma ERSR ind: -8%; TrxR1 inh: 31%[57.1 µM]; USP1-UAF1 inh: inconclusive; Vif-A3G inh: -1%; TrxR1 substrate: 8%[57.1 µM]; Vif-A3F inh: 0%; RGS4 inh: -27%; IDH1 R132H inh: inconclusive

Results for O=C(CNC(=O)c1cccc(-n2cnnn2)c1)Nc1ccc(F)c(F)c1 ?
LDHA inh: 0; Glioma ERSR ind: 3%; TrxR1 inh: 16%; USP1-UAF1 inh: -21%; Vif-A3G inh: 3%; TrxR1 substrate: 1%; Vif-A3F inh: 3%; RGS4 inh: -29%; IDH1 R132H inh: 1%

What do the screens show for `CN1CCN(C(CNC(=O)C(=O)Nc2ccc(Cl)cc2)c2cccnc2)CC1` (stereo unspecified)?
LDHA inh: -3; Glioma ERSR ind: -1%; TrxR1 inh: 8%; USP1-UAF1 inh: 1%; Vif-A3G inh: 4%; TrxR1 substrate: -7%; Vif-A3F inh: 1%; RGS4 inh: -24%; IDH1 R132H inh: -17%

What do the screens show for `CC(C)COc1ccc(C(=O)N/C(=C\c2cccc([N+](=O)[O-])c2)C(=O)OC(C)C)cc1`?
LDHA inh: -1; Glioma ERSR ind: -2%; TrxR1 inh: -6%; USP1-UAF1 inh: -8%; Vif-A3G inh: -8%; TrxR1 substrate: -3%[57.1 µM]; Vif-A3F inh: -1%; RGS4 inh: 3%; IDH1 R132H inh: 1%

How did O=C1c2ccccc2C(O)N1CCN1CCOCC1 (stereo unspecified) do in these assays?
LDHA inh: -1; Glioma ERSR ind: -4%; TrxR1 inh: 10%[57.1 µM]; USP1-UAF1 inh: -13%; Vif-A3G inh: -2%; TrxR1 substrate: 0%[57.1 µM]; Vif-A3F inh: 4%; RGS4 inh: -6%; IDH1 R132H inh: 10%

Results for COc1cccc(C(=O)Nc2sc3c(c2C#N)CCN(C(C)=O)C3)c1 ?
LDHA inh: -6; Glioma ERSR ind: 4%; TrxR1 inh: -14%; USP1-UAF1 inh: -18%; Vif-A3G inh: inconclusive; TrxR1 substrate: -8%; Vif-A3F inh: -6%; RGS4 inh: -54%; IDH1 R132H inh: 7%

Results for Cc1ccc(CSc2nc3c([nH]c4ccccc43)c(=O)n2C)cc1 ?
LDHA inh: -1; Glioma ERSR ind: 0%; TrxR1 inh: 34%[57.1 µM]; USP1-UAF1 inh: -17%; Vif-A3G inh: -1%; TrxR1 substrate: 3%[57.1 µM]; Vif-A3F inh: -1%; RGS4 inh: -27%; IDH1 R132H inh: -7%

What do the screens show for `CNC(=O)CSc1nc2[nH]ncc2c(=O)[nH]1`?
LDHA inh: -6; Glioma ERSR ind: -3%; TrxR1 inh: 3%; USP1-UAF1 inh: 0%; Vif-A3G inh: -2%; TrxR1 substrate: 2%; Vif-A3F inh: -7%; RGS4 inh: 24%; IDH1 R132H inh: -12%

How did Cc1ccc(NC2c3ncccc3C(=O)N2Cc2cccs2)cc1C (stereo unspecified) do in these assays?
LDHA inh: -5; Glioma ERSR ind: 1%; TrxR1 inh: 10%; USP1-UAF1 inh: -22%; Vif-A3G inh: 1%; TrxR1 substrate: 2%; Vif-A3F inh: 0%; RGS4 inh: -13%; IDH1 R132H inh: -8%

Results for Fc1ccc(C2=NC(c3cccc(C(F)(F)F)c3)=Nc3ccccc3N2)cc1 ?
LDHA inh: -1; TrxR1 inh: 24%; USP1-UAF1 inh: inconclusive; TrxR1 substrate: -2%; RGS4 inh: 11%

How did COc1cc2nc(C3CC3)n(NC(=O)c3ccc(F)cc3)c(=O)c2cc1OC do in these assays?
LDHA inh: -1; Glioma ERSR ind: -4%; TrxR1 inh: 10%; USP1-UAF1 inh: -17%; Vif-A3G inh: -3%; TrxR1 substrate: 4%; Vif-A3F inh: 0%; RGS4 inh: 19%; IDH1 R132H inh: -1%

What do the screens show for `CC(C)c1ccc(/C=N/N2CCN(c3ccccn3)CC2)cc1`?
LDHA inh: -10; Glioma ERSR ind: 2%; TrxR1 inh: -5%; USP1-UAF1 inh: inconclusive; Vif-A3G inh: -1%; TrxR1 substrate: -9%; Vif-A3F inh: 3%; RGS4 inh: -9%; IDH1 R132H inh: -1%

Results for O=C(CCCSc1nc2ccccc2[nH]1)NCc1ccccc1F ?
LDHA inh: -3; Glioma ERSR ind: -1%; TrxR1 inh: 2%[57.1 µM]; USP1-UAF1 inh: -12%; Vif-A3G inh: 1%; TrxR1 substrate: -3%[57.1 µM]; Vif-A3F inh: -10%; RGS4 inh: 19%; IDH1 R132H inh: -10%

Results for CC(C)OP(=O)(OC(C)C)C(O)c1ccc(N(C)C)cc1 (stereo unspecified) ?
LDHA inh: 12; Glioma ERSR ind: -3%; TrxR1 inh: 2%[57.1 µM]; USP1-UAF1 inh: -12%; Vif-A3G inh: 0%; TrxR1 substrate: 7%[57.1 µM]; Vif-A3F inh: 8%; RGS4 inh: -44%; IDH1 R132H inh: 6%

Results for Cc1cc(NC(=O)COC(=O)c2cc([N+](=O)[O-])ccc2N2CCOCC2)ccc1Br ?
LDHA inh: 8; Glioma ERSR ind: -1%; TrxR1 inh: 7%[57.1 µM]; USP1-UAF1 inh: -21%; Vif-A3G inh: -16%; TrxR1 substrate: 0%[57.1 µM]; Vif-A3F inh: 6%; RGS4 inh: -37%; IDH1 R132H inh: 3%

How did Cc1cc2ccccc2n2c(SCC(=O)Nc3ccc(S(=O)(=O)N4CCC(C)CC4)cc3)nnc12 do in these assays?
LDHA inh: 0; Glioma ERSR ind: -4%; TrxR1 inh: -2%; USP1-UAF1 inh: -5%; Vif-A3G inh: 0%; TrxR1 substrate: -7%; Vif-A3F inh: -13%; RGS4 inh: -4%; IDH1 R132H inh: -9%
